# Screens as filed in PubChem.
# HCMV antiviral = blocks human cytomegalovirus replication. HFF cells, HCMV-luciferase reporter, 72 h; hits give low values. activity change, negative = inhibition, % at 57.5 µM. hit rate 4.5% among 410,000; in the data active = activity change below about -60%; inconclusive = no clear call, values can overlap the other calls; inactive = above about -39%
#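 After 16 h attachment at 37C, HFF cells received test compound and HCMV-luciferase (1 PFU/cell); reporter luminescence read 72 h later, data normalized against buffer-only and known inhibitor Salinomycin.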
# Sm TGR block = S. mansoni TGR enzyme inhibition; Q962Y6; purified TGR, DTNB reduction, TNB absorbance 405 nm; Potency, µM (doses to about 114 µM), without a hit: top-dose activity change, negative = inhibition, usual class: inhibitors; hit rate 3% among 360,000; AID 485364; also: potency is read from the fitted curve at half-maximal effect; nearly all actives have a fitted effect of over 60% in size
#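 First, TGR (20 nM dispensed) and NADPH were mixed with compound. Second, a 15 min room-temperature incubation followed. Third, further NADPH and then DTNB were added to start the reaction. Finally, TNB absorbance was monitored kinetically.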
# AmpC inh no detg = inhibitors of E. coli AmpC beta-lactamase without detergent; P00811; AmpC nitrocefin hydrolysis, absorbance 480 nm, 0.0001% Triton; Potency, µM (highest dose often 57.1 µM), for the others: at the top dose activity change, negative = inhibition, most hits filed as inhibitors; hit rate 0.52% among 330,000; AID 485341;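 also: potency is read from the fitted curve at half-maximal effect; plate controls were no compound for no effect and no enzyme for full effect; nearly all actives have a fitted effect of over 20% in size; some results filed as inactive show a strong effect at the top dose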
# Target sequence (P00811 whole entry, looked up): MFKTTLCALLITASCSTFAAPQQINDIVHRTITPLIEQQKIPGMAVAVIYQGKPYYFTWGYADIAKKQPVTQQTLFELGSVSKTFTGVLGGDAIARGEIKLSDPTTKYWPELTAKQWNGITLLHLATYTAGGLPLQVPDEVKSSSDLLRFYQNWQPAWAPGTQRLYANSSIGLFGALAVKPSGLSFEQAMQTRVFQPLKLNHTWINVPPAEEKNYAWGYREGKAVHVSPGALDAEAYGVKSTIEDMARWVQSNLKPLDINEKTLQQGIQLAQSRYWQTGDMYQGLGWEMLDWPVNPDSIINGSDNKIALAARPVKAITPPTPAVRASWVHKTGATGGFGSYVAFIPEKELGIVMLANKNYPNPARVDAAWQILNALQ
#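 20 mM phosphate pH 7.0 + 0.01% (detergent screen) or 0.0001% Triton X-100; 5.3 nM AmpC reagent; cpd preinc 15 min RT; nitrocefin (800 uM stock) to start; A480 q20 s × 4 min; Activity was normalised to no-enzyme and no-compound control wells.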
# FBPA Giardia inh = blocks Giardia fructose-bisphosphate aldolase activity; hit rate 0.71% among 290,000; purified Giardia FBPA; Potency, µM (series often up to 59.6 µM), for the others: at the highest dose activity, negative = inhibition, actives largely listed as inhibitors; also: potency is read from the fitted curve at half-maximal effect; nearly all actives have a fitted effect of over 55% in size
# Target sequence (A8B2U2 whole entry, looked up): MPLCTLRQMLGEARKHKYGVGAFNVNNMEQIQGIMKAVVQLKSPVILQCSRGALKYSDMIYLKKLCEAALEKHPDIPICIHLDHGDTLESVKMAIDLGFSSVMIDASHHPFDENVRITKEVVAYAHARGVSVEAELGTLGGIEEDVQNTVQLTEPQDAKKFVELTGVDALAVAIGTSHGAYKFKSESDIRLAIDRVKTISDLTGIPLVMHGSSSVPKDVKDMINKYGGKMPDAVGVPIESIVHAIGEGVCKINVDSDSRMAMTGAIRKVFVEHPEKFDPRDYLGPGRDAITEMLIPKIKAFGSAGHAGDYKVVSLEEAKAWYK
#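 40 nM FBPA preincubated 10 min at RT with compound (up to 57.5 uM final), then substrate plus GAPDH/TPI/NAD/arsenate coupling and diaphorase/resazurin added. Fluorescence read after 20 min at RT, 525/598 nm.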
# AmpC detergent = AmpC beta-lactamase inhibition with detergent present; P00811; AmpC hydrolysis of nitrocefin, absorbance 480 nm, 0.01% Triton; Potency, µM (highest dose often 114 µM), without a hit: top-dose activity change, negative = inhibition, actives largely listed as inhibitors; hit rate 0.041% among 370,000; AID 485294;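 also: potency is read from the fitted curve at half-maximal effect; 0% = no-compound wells and -100% = no-enzyme wells; nearly all actives have a fitted effect of over 25% in size; some results filed as inactive show a strong effect at the top dose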
#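 20 mM phosphate pH 7.0 + 0.01% (detergent screen) or 0.0001% Triton X-100; 5.3 nM AmpC reagent; cpd preinc 15 min RT; nitrocefin (800 uM stock) to start; A480 q20 s × 4 min; Activity was normalised to no-enzyme and no-compound control wells.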
# HCV inh = blocks hepatitis C virus; Huh7.5.1 HCVcc-Cre infection, luciferase reporter, 44 h; Potency, µM (series often up to 41.8 µM), without a hit: top-dose activity change, negative = inhibition, hits mostly inhibitors; hit rate 3.4% among 340,000; AID 651820; also: potency is read from the fitted curve at half-maximal effect
#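 Compounds are dispensed onto cells plated 4 h earlier at 1,000 per well, with HCVcc-Cre virus (about 0.5 moi) added next. Following 44 h of culture, luminescent signal is measured for 15 sec after 15 min with substrate at room temperature.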
# * marks the source's active call; other numbers are inactive results; u = inconclusive; x = not tested or not shown; & = joins results of further samples; [ ] = dose if it differs, or a comment. Unless noted, calls follow the shape of the dose curve; as a rule, active = well fitted curve in the direction sought with a large enough effect; inconclusive = small, poorly fitted or top-dose-only effect, or another doubt; inactive = no such curve, though single readings can be large; an effect the other way counts as inactive or inconclusive. Unless noted, % is scaled to controls: 0 for no effect and ±100 for the full control effect.
entry	mol	HCMV antiviral	Sm TGR block	AmpC inh no detg	FBPA Giardia inh	AmpC detergent	HCV inh
1	CCC(C)(C)NC(=O)C(c1ccc(F)cc1)N(Cc1ccco1)C(=O)c1cnccn1 (configuration not stated)	-1	0%	29%	4%	-3%	5%
2	Cc1cc(C)nc(Nc2cccc3ccccc23)n1	u	-1%	-8%	0%	5%	0%
3	COc1cc(C(c2c(C)[nH][nH]c2=O)c2c(C)[nH][nH]c2=O)cc(OC)c1OC	-20	4%	-6%	-27%	5%	6%
4	Cc1ccc(C(=O)NCC(=O)N(C)CC(=O)Nc2ccccc2Br)s1	22	1%	3%	x	13%	6%
5	CC(C)(C)c1csc(NNC(=O)c2ccc(Cl)cc2)n1	-4	-12%	-29%	7%	-4%	u
6	O=C(CCC1N=C2c3ccccc3N=C(SCc3cccc(Cl)c3)N2C1=O)NCc1cccs1 (configuration not stated)	-1	14%	x	x	10%	x
7	COc1ccc(NC(=O)N2CCC(CN3CCCC3)CC2)c(OC)c1	47	-18%	x	x	16%	x
8	CCSCCOC(=O)C1=C(C)NC(=O)NC1c1ccccc1 (configuration not stated)	-40	-4%	-19%	0%	-23%	-3%
9	Cc1nc(NCC(c2ccccc2)N(C)C)c2c(C)c(C)sc2n1 (configuration not stated)	-28	0%	65%[activator]	3%	1%	u
10	Cc1nnc(N=c2ssnc2Cl)o1	-17	28µM*	-9%	x	3%	u
11	CN(CCCCCCCCCCN(C)C(=O)Oc1cccc([N+](C)(C)C)c1)C(=O)Oc1cccc([N+](C)(C)C)c1	-33	4%	120%[activator]	x	1%	u
12	O=C(NCc1cccnc1)c1ccccc1NS(=O)(=O)c1ccccc1	-6	2%	-4%	x	-3%	7%
13	O=S(=O)(c1c(F)cccc1F)N1CCCC2CCCCC21 (configuration not stated)	10	-19%	-16%	x	-13%	u
14	CC1=C(C(N)=O)C(c2ccccc2F)n2nc(-c3ccc(Cl)cc3)nc2N1 (configuration not stated)	104	-1%	x	x	26%	x
15	COC(=O)c1ccc(C)c(NC(=O)CCc2cc(OC)c(OC)c(OC)c2)c1	-9	7%	-6%	-2%	1%	19%
16	OC(C#CCN1CCCC1)(c1ccccc1)c1cccc(F)c1 (configuration not stated)	-12	u	-6%	7%	-6%	23%
17	O=C(NCCc1ccc(Cl)cc1)c1ccc2nc(N3CCOCC3)sc2c1	-18	-10%	0%	3%	-10%	-11%
18	CNc1nc(Sc2ccc(C)cc2)cc(C(F)(F)F)n1	1	22%	-29%	-1%	3%	u
19	Cc1ccccc1C(=O)NC(=S)Nc1ccc(Oc2ccc(Cl)cc2)cc1	u	5%	-13%	-6%	-6%	-13%
20	CCOC(=O)NN1C(=O)c2ccccc2NC1c1ccc(N(C)C)cc1 (configuration not stated)	-18	-8%	-11%	3%	-10%	9%

# The last 4 entries of the section above are carried over, then new ones follow.
entry	mol	HCMV antiviral	Sm TGR block	AmpC inh no detg	FBPA Giardia inh	AmpC detergent	HCV inh
17	O=C(NCCc1ccc(Cl)cc1)c1ccc2nc(N3CCOCC3)sc2c1	-18	-10%	0%	3%	-10%	-11%
18	CNc1nc(Sc2ccc(C)cc2)cc(C(F)(F)F)n1	1	22%	-29%	-1%	3%	u
19	Cc1ccccc1C(=O)NC(=S)Nc1ccc(Oc2ccc(Cl)cc2)cc1	u	5%	-13%	-6%	-6%	-13%
20	CCOC(=O)NN1C(=O)c2ccccc2NC1c1ccc(N(C)C)cc1 (configuration not stated)	-18	-8%	-11%	3%	-10%	9%
21	CN(C)CCCOc1cccc(Oc2ccccc2)c1	-35	6%	1%	-21%	-10%	-11%
22	CCCNC(=O)c1onc(CS(=O)(=O)c2cccc(OC)c2)c1C(=O)NCCC	16	1%	-6%	x	2%	-15%
23	O=C(NCc1ccc(Cl)cc1)c1cc2cccc3c2n1CCS3	u	-4%	x	x	2%	x
24	O=C1CC(c2cccnc2)c2cc3c(cc2N1)OCO3 (configuration not stated)	81	-8%	-16%	-2%	-2%	7%
25	CC(=O)c1ccc2noc(-c3ccc(Cl)cc3)c2c1	-62*	28µM*	-28%	2%	0%	0%
26	COc1ccc(C(=O)c2nccc3cc(OC)c(OC)cc23)cc1OC	x	u	-2%	x	-1%	u
27	CC(NC(=O)c1ccc(Cl)cc1)C(=O)N1CCCCC1 (configuration not stated)	10	-7%	1%	0%	-9%	9%
28	CCOC(=O)C1=C(C)N(C)C(=O)NC1c1ccc(C)s1 (configuration not stated)	-2	1%	-17%	3%	-25%	u
29	Cc1ccc(/C=C/C(=O)OCC(=O)Nc2cccnc2Cl)cc1	-7	-1%	-9%	x	1%	-8%
30	CCOP(=O)(CN(CC)CCNP(=O)(OCC)OCC)OCC	19	-2%	34%[activator]	2%	u	-3%
31	CC(C)CNC(=O)/C=C/C=C/CCCC/C=C/c1ccc2c(c1)OCO2	-20	-22%	-19%	x	5%	4%
32	COc1ccc(-c2noc(CCC(=O)Nc3ccc(C)c(C)c3)n2)cc1	41	-18%	-21%	1%	-1%	u
33	Cc1cc([N+](=O)[O-])nn1CCCC(=O)Nc1cc(Oc2ccc(F)cc2)cc([N+](=O)[O-])c1	-36	-2%	-23%	1%	10%	u
34	COc1ccc(Cc2[nH]n3c(=O)c(Cl)c(C)nc3c2-c2ccccc2)cc1	u	x	-28%	15%	0%	8%
35	Cc1noc(NS(=O)(=O)c2ccc(N/C=C\C(=O)c3ccncc3)cc2)c1C	13	-1%	-14%	11%	u	17%
36	Cc1ccc(C(=O)NC(=S)Nc2ccc(N3CCOCC3)cc2)c(C)c1	u	x	-6%	-5%	4%	-14%
37	CCN1CCN(CC(=O)N2c3ccccc3Sc3ccccc32)CC1	-27	3%	24%	-5%	-4%	u
38	Cc1ccc(CNC(=O)CSc2nc3ccsc3c(=O)n2NC(=O)c2ccccc2)cc1	54	11%	-44%	0%	u	-19%
39	CCN(C(=O)c1cc2cc3ccc(C)cc3nc2o1)c1ccc(OC)cc1	u	4%	17%	5%	3%	u
40	CCOC(=O)C1CCCN(Cc2ccc(-c3ccccc3)cc2)C1 (configuration not stated)	-9	11%	79%[activator]	u	10%	-10%
41	O=C(Cc1nnc(NC(=O)c2ccccc2)s1)N/N=C\c1ccc(O)c(O)c1	65	u	-34%	u	-12%	6%
42	COc1ccc(NC(=O)C2CCOC(C)(C)C2)cc1 (configuration not stated)	-17	0%	-2%	2%	-3%	13%
43	CCCCNc1c(-c2ccc(OC)c(Sc3ccc(OC)cc3)c2)nc2cnccn12	21	x	122%[activator]	x	x	u
44	COCCN1Cc2cccc(C(=O)Nc3c(C)cccc3C)c2C1=O	31	4%	-8%	2%	u	19%
45	CC(C)c1c(C(=O)N/N=C/c2cccc3ccccc23)nnn1-c1nonc1N	-22	5%	-46%	x	-2%	u
46	CCOC(=O)C(=CNc1ccc(NC2=NCC(C)(C)S2)cc1)C(=O)OCC	-12	31%	15%	3%	2%	u
47	Clc1ccc2[nH]c3c(c2c1)CCc1cn[nH]c1-3	-23	-34%	-30%	0%	-13%	u
48	Cc1ccc2c(=O)cc(C(=O)Nc3c(C(=O)Nc4cccc(Cl)c4)oc4ccccc34)oc2c1	-3	-1%	x	x	13%	x
49	CC1(C)Cc2c(c(N3CCOCC3)nc3snc(Br)c23)CO1	24	0%	27%	2%	u	u
50	COc1cc(OC)c(NC(=O)CSC2=Nc3ccccc3N=C(c3ccc(F)cc3)C2)cc1Cl	19	4%	x	x	1%	x
51	Cc1nn(-c2ccccc2)c(=S)n1-c1ccccc1	-12	41%[activator]	-18%	-6%	1%	8%
52	Cc1ccc(/C=N/NC(=O)c2cccc([N+](=O)[O-])c2)o1	51	-6%	-15%	-1%	u	36%[activator]
53	COC(=O)Cc1ccc2sc(-c3ccccc3)nc2c1	31	8%	20%	-6%	0%	u
54	Cc1cccc2sc(N(Cc3cccnc3)C(=O)Cc3ccccc3)nc12	u	1%	x	x	-7%	x
55	O=c1cc(CO)oc(C(Nc2ccccn2)c2ccc(C(F)(F)F)cc2)c1O (configuration not stated)	-25	40µM*	-7%	-9%	-6%	-6%
56	COc1cccc2c1cc1c(=O)n(CC(=O)N3CCN(c4ccc(F)cc4)CC3)nc(C)n12	7	5%	x	x	4%	x
57	O=C(O)c1cccc(CN2C(=O)SC(Nc3cccc4ccccc34)C2=O)c1 (configuration not stated)	0	0%	-30%	-7%	4%	3%
58	CS(=O)(=O)N(CC(=O)N1CCCC1)c1ccc(Cl)c(Cl)c1	26	-1%	-10%	0%	1%	16%
59	COc1ccc(S(=O)(=O)N(CC(=O)N2CCC(C)CC2)c2ccc(C)cc2)cc1	-6	-13%	x	x	-11%	x
60	Cc1ccc(NC(=O)CSc2nc3c(c(=O)[nH]2)CCC3)cc1Cl	-18	11%	x	x	-1%	x
61	Cc1ccc(/C=C/C(=O)NCCc2c[nH]c3ccccc23)o1	-27	14µM*	-15%	-2%	-6%	u
62	CCC(C)(O)c1[nH]c2ccc(C(=O)OC)cc2c1C (configuration not stated)	-25	-26%	-8%	-9%	-11%	-7%
63	CC1Cc2ccccc2N1C(=O)CSc1nc(N)cc(=O)[nH]1 (configuration not stated)	x	-3%	-13%	0%	-8%	x
64	CCCCc1cc(=O)oc2c(CN(C)C)c(O)ccc12	48	10%	-20%	-2%	1%	6%
65	Cc1ccc(C)c(-n2c(SCC(N)=O)nnc2-c2ccccn2)c1	17	-7%	-1%	u	-13%	11%
66	C/C(=N\O)c1ccc2c(c1)OCCO2	0	-4%	-2%	3%	0%	6%
67	COCCNC(=O)c1c(NC(=O)c2ccc(Br)o2)n(Cc2ccccc2)c2nc3ccccc3nc12	5	u	22%	u	-6%	u
68	CC(=O)N1CCN(CC(=O)Nc2ccc3c(c2)CCC3)CC1	-31	-8%	-24%	2%	0%	-1%
69	COc1ccc(C2=NN(C(=O)CSc3ncccn3)C(c3ccc(C)cc3)C2)cc1 (configuration not stated)	u	3%	13%	1%	2%	-8%
70	O=S(=O)(c1ccc(Cl)cc1)N1CCN=C1SCc1cccnc1	-75*	-5%	9%	-13%	-3%	17%
71	O=C(NCc1ccco1)C1CCC(N2C(=O)c3ccccc3C2=O)CC1 (configuration not stated)	-19	4%	-10%	11%	-14%	15%
72	Cc1ccc(CSc2nnc(CC(=O)Nc3ccc(C)cc3)n2C)cc1	42	-23%	20%	-4%	-8%	0%
73	O=c1[nH]c2ccccc2c2ccccc12	16	44%[activator]	-15%	-3%&-1%	-7%	14µM*
74	CCc1nc2ccc(C(=O)NCCc3ccco3)cc2nc1CC	x	-27%	0%	-2%	-2%	u
75	COc1cc(/C=N/NC(=O)c2cccs2)ccc1O	-16	-5%	-24%	-1%	-3%	3%
76	O=c1c2ccccc2nc(SCc2ccc(F)cc2Cl)n1CCCN1CCOCC1	-39	6%	133%[activator]	-8%	10%	10µM*
77	COc1ccc(C2=NN(C(=O)c3ccccc3C(=O)O)C(c3ccccc3O)C2)cc1 (configuration not stated)	11	13%	-20%	13%	2%	-7%
78	CCCCCC(=O)NC(CC(=O)OC)c1ccc2c(c1)OCO2 (configuration not stated)	-7	2%	-39%	6%	-12%	6%
